Screening data as filed in PubChem BioAssay.
H9c2 TAG inh = inhibitors of triacylglycerol accumulation, primary screen, cell-based, uHTS, fluorescence, H9c2. AID 651582, 2012. H9c2 cells, Nile Red lipid (TAG) fluorescence; cells loaded with 200 µM oleic acid. inhibition, % at 12.5 µM. 230,000 tested, 0.66% active;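 active = pattern-corrected inhibition of lipid staining of at least 50% with the nuclear-stain viability signal not falling by more than 50%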;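 also: 0% = DMSO wells and 100% = triacsin C control wells; some results filed as inactive read as strong as hits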
H9c2 TAG inh DAPI viability = also measured in H9c2 TAG inh; calls as there; DAPI nuclei signal change (viability), lower = more cytotoxic, %;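 whole-well DAPI fluorescence read on a plate reader as a viability signal; minus 50 percent equals half of cells still viable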
The depositor's hits bear a star. Some of the compounds tested (hit frequency here may not be typical).

| item | SMILES | H9c2 TAG inh | H9c2 TAG inh DAPI viability |
| --- | --- | --- | --- |
| 1 | NC(=S)N/N=C/c1ccc(/C=N/NC(N)=S)cc1 | -7 | 11 |
| 2 | CCCNC(=O)c1[nH]c(C)c(C(C)=O)c1C | 1 | 10 |
| 3 | CC(C)N1CN(c2ccccc2)C(=S)N(c2ccccc2)C1 | 8 | 3 |
| 4 | CCOC(=O)C1=CN(Cc2cccc(-c3ccc(Cl)nc3)c2)S(=O)(=O)N(C)C1C (stereo not given) | -13 | 2 |
| 5 | COc1ccc(CCNC(=O)c2ccc3nc(N4CCCCC4)sc3c2)cc1OC | 9 | -9 |
| 6 | CN(C(=O)CN1CCN(c2cnn(-c3ccccc3)c(=O)c2Cl)CC1)C1CCS(=O)(=O)C1 (stereo not given) | 14 | -5 |
| 7 | CCCc1cnc(N2CCN(C(=O)c3c(-c4ccccc4)noc3C)CC2)nc1 | -11 | 1 |
| 8 | O=C(N/N=C/c1ccc(O)cc1)c1ccc(COc2cc(Cl)ccc2Cl)o1 | 4 | -9 |
| 9 | c1ccc(-c2nn3c(Cn4nnc5ccccc54)nnc3s2)nc1 | 11 | 3 |
| 10 | COC(=O)CCSc1cc(NCCOC(C)=O)c([N+](=O)[O-])c2nonc12 | 8 | -6 |
| 11 | COc1ccc(NC(=O)c2oc3ccccc3c2NC(=O)c2ccc(OC)c(OC)c2)c(OC)c1 | 2 | 34 |
| 12 | COc1ccc2cc(C)c3nnc(SCC(=O)Nc4cc(OC)c(OC)cc4C(=O)O)n3c2c1 | -2 | -8 |
| 13 | CCCCN1C(=O)c2ccc(C(=O)NCCN3C(=O)S/C(=C\c4cccnc4)C3=O)cc2C1=O | 0 | -4 |
| 14 | COc1ccc([C@@H]2[C@@H]3C(=O)N(C(C)(C)C)C(=O)[C@@H]3[C@]3(Cc4ccccc4)C(=O)N(c4ccc(C(F)(F)F)cc4)C(=O)N23)cc1 | -1 | 1 |
| 15 | Cc1ccc(S(=O)(=O)N(C)C)cc1NC(=O)CSc1nc2ccccc2c(=O)n1CC1CCCO1 (stereo not given) | 12 | -7 |

| item | SMILES | H9c2 TAG inh | H9c2 TAG inh DAPI viability |
| --- | --- | --- | --- |
| 16 | C[C@H](CO)N1C[C@H](C)[C@@H](CN(C)Cc2ccc(C(=O)O)cc2)Oc2ccc(NC(=O)Cn3cnnn3)cc2C1=O | -2 | 8 |
| 17 | CC(=O)NNc1nc(-c2ccccc2)c2cc(Br)ccc2n1 | 7 | -11 |
| 18 | CCOC(=O)N/N=C\c1ccc(-c2cccc(C(F)(F)F)c2)o1 | 7 | -3 |
| 19 | CC(OC(=O)CCN=C1NS(=O)(=O)c2ccccc21)C(=O)N(C)c1ccccc1 (stereo not given) | -1 | 2 |
| 20 | O=C(Nc1ccc(F)cc1)c1cccc(NC(=O)C2C3CC4OC(=O)C2C4C3)c1 (stereo not given) | -16 | 0 |
| 21 | COc1cccc(N2C(=O)CC(N3CCN(S(=O)(=O)c4ccccc4[N+](=O)[O-])CC3)C2=O)c1 (stereo not given) | 4 | -8 |
| 22 | Cn1c(=O)c2cc(S(=O)(=O)NCCC(=O)Nc3ccc(F)cc3F)ccc2n(C)c1=O | 0 | -2 |
| 23 | O=C(COc1ccc(F)c(Cl)c1)c1ccc[nH]1 | -12 | 0 |
| 24 | CCOC(=O)CN(C(=O)CSc1nnc(COc2ccc(OC)cc2)n1CC)c1ccccc1 | -13 | -1 |
| 25 | COc1ccc(C2CCCN2C(=S)Nc2cccc(Cl)c2)cc1OC (stereo not given) | -4 | 3 |
| 26 | CC(Sc1nc2ccccc2c(=O)n1CCCN1CCOCC1)C(=O)N1CCc2ccccc21 (stereo not given) | -3 | 13 |
| 27 | CC1CC(OC(=O)C(O)c2ccccc2)CC(C)(C)N1C (stereo not given) | 9 | 1 |
| 28 | CC1CCN(C(=O)COC(=O)CCC(=O)c2cccs2)CC1 | 11 | -2 |
| 29 | CCCC(CCC)C(=O)Nc1c[nH]c(=O)[nH]c1=O | -15 | 17 |
| 30 | CC(C)/C(=N\NS(=O)(=O)c1ccc(Br)cc1)c1cccs1 | 8 | -8 |

| item | SMILES | H9c2 TAG inh | H9c2 TAG inh DAPI viability |
| --- | --- | --- | --- |
| 31 | O=C(Cc1cccc(NC(=O)C2CCCN(C(=O)CCc3ccccc3)C2)c1)Nc1cccc(C(=O)N2CCCC2)c1 (stereo not given) | -11 | 2 |
| 32 | COc1ccc(C(=O)Nc2ccc(S(=O)(=O)N3CCOCC3)cc2)cc1 | 5 | -2 |
| 33 | COc1ccccc1NS(=O)(=O)c1cc(NC(=S)NCC2CCCO2)ccc1C (stereo not given) | -8 | -5 |
| 34 | CC(CCc1ccc(O)cc1)NC1c2ccccc2-c2ccccc21 (stereo not given) | -11 | 17 |
| 35 | COC(=O)c1nc2ccc(N3CCOCC3)cc2c(C)c1C(=O)OC | -14 | 12 |
| 36 | CC(O)c1nc2ccccc2n1CC(=O)Nc1ccc2c(c1)OCCO2 (stereo not given) | -4 | 3 |
| 37 | COc1ccc(-c2nc(Cn3c(SCc4ccc(F)cc4)nc4ccncc43)c(C)o2)cc1OC | 7 | 5 |
| 38 | S=C1SCN(Cc2cccs2)CN1Cc1cccs1 | -13 | -17 |
| 39 | COc1cccc(OC)c1C(=O)N=c1sc2cc(S(C)(=O)=O)ccc2n1C | 2 | -7 |
| 40 | O=C(O)COc1nsnc1N1CCOCC1 | -10 | 15 |
| 41 | Cc1ccc(CN2C(=O)c3ccccc3C2C(=O)NCc2cccnc2)cc1 (stereo not given) | -6 | 0 |
| 42 | O=C1CC(C(=O)NC2CCCCC2)C(c2ccccc2)O1 (stereo not given) | 0 | -11 |
| 43 | COc1ccc(NS(=O)(=O)c2cc(NC(=O)c3ccccn3)ccc2OC)cc1Br | 11 | -1 |
| 44 | CCOC(=O)C1(Cc2cccc(F)c2)CCN(C(=O)c2cnccn2)CC1 | 8 | 10 |
| 45 | Cc1cccc(NC(=O)c2cc([N+](=O)[O-])ccc2N2CCCCC2)n1 | 13 | -3 |

| item | SMILES | H9c2 TAG inh | H9c2 TAG inh DAPI viability |
| --- | --- | --- | --- |
| 46 | O=S(=O)(NCc1ccc2c(c1)OCO2)c1cnc[nH]1 | -10 | -3 |
| 47 | C[C@@H](CN1CCC[C@H]1CN1C(N)=NC[C@@H]1Cc1ccccc1)N1C[C@@H](Cc2ccccc2)N(CCc2ccc(Cl)c(Cl)c2)C1=N | -31 | 23 |
| 48 | COC(=O)c1nn(C23CC4CC(CC(C4)C2)C3)c2c1C(=O)N(c1ccc(Br)cc1)C2=O | 6 | -3 |
| 49 | O=S(=O)(Nc1cccc(-c2nc3cccnc3s2)c1)c1ccc2c(c1)CCCC2 | 13 | -3 |
| 50 | CCn1c(=O)n(CC)c2cc(NS(=O)(=O)c3ccccc3)ccc21 | 18 | 0 |
| 51 | C=CCNc1nc(C(=O)OCC(=O)NCc2cccc(Cl)c2)cs1 | -4 | 3 |
| 52 | CC(=O)Nc1ccc(S(=O)(=O)Nc2nnc(C)s2)cc1 | -4 | 3 |
| 53 | CC(C)CCNC(=O)COc1cccc2c1OC(C)(C)C2 | -1 | -9 |
| 54 | COc1cc2c(cc1OC)C(Nn1cnnc1)=NC1(CCCC1)C2 | -4 | 12 |
| 55 | COC(=O)Cn1c(O)c(N=NC(=O)OC)c2ccccc21 | 4 | -5 |
| 56 | COCCNc1cnn(-c2ccccc2)c(=O)c1Cl | -1 | -5 |
| 57 | CSCC[C@H](NC(=O)OC(C)(C)C)c1nnc(SCC(=O)Nc2c(C)cccc2C)o1 | 4 | 6 |
| 58 | CSc1nnc2ccc(-c3cccs3)nn12 | 9 | 3 |
| 59 | CN1C(=O)/C(=C2\SC(=S)N(C(CCC(=O)O)C(=O)O)C2=O)c2ccccc21 (stereo not given) | -14 | -1 |
| 60 | CCN(C[C@H]1N[C@@](CC)(C(=O)OC)[C@H]2C(=O)N(C)C(=O)[C@@H]12)S(=O)(=O)c1ccc(-c2ccccc2)cc1 | -3 | -5 |

| item | SMILES | H9c2 TAG inh | H9c2 TAG inh DAPI viability |
| --- | --- | --- | --- |
| 61 | CC(C)(C)NC(=O)C1N(c2cccnc2)C(=O)C2C(C(=O)Nc3ccccc3F)C3(C)C=CC21O3 (stereo not given) | -11 | -11 |
| 62 | Cc1ccc(C(=O)N2CCCC(C(=O)c3cc(F)ccc3F)C2)s1 (stereo not given) | -13 | 11 |
| 63 | O=C(OCc1nnc(-c2ccccc2)o1)c1cc2ccccc2cc1O | 19 | -5 |
| 64 | COc1ccc(Cn2nnnc2C(c2cc3cccc(C)c3[nH]c2=O)N2CCN(C)CC2)cc1 (stereo not given) | 3 | 1 |
| 65 | CCOc1ccccc1OCCCC(=O)N1CCN(S(=O)(=O)c2cc(F)ccc2F)CC1 | 11 | -10 |
| 66 | Cc1nc(NC(=O)COC(=O)CCc2ccccc2)c(Cl)cc1Cl | -12 | 0 |
| 67 | CC(C)CCn1c(SCC(=O)NC2CCS(=O)(=O)C2)nc2cc(Cl)ccc2c1=O (stereo not given) | 14 | 1 |
| 68 | Cc1c(C(=O)NC2CCCC2)oc2ccccc12 | 11 | 0 |
| 69 | CC(=O)c1ccc(NC(=O)NC2CCCCCCC2)cc1 | 11 | -5 |
| 70 | COc1ccccc1N(O)C1CC(=O)N(c2ccc(F)cc2)C1=O (stereo not given) | -10 | 5 |
| 71 | C=CCn1c(SCC(=C)C)nc2c1c(=O)[nH]c(=O)n2C | 4 | 5 |
| 72 | CCCCN(C(=O)/C=C/c1ccco1)c1c(N)n(CCC)c(=O)[nH]c1=O | -4 | -3 |
| 73 | Cc1cc(NCCc2ccccc2F)n2ncnc2n1 | -2 | -1 |
| 74 | CCNC(=S)N/N=C1\C(=O)c2cccc3cccc1c23 | 3 | 3 |
| 75 | COc1ccc(NC(=O)/C(C#N)=C\c2ccc(N3CCOCC3)o2)cc1 | 3 | -2 |

| item | SMILES | H9c2 TAG inh | H9c2 TAG inh DAPI viability |
| --- | --- | --- | --- |
| 76 | CC(C)C[C@H]1CNC(=S)N1CC1CCN(CCCCc2ccccc2)CC1 | -1 | 14 |
| 77 | O=C(N/N=C/c1ccoc1)c1ccc([N+](=O)[O-])cc1 | -12 | -5 |
| 78 | O=C(c1cc2ncc(Br)cn2n1)N1CCCCC1 | -8 | 0 |
| 79 | COc1ccc(C(=O)C(C)OC(=O)CN2C(=O)c3ccccc3C2=O)cc1 (stereo not given) | 3 | 0 |
| 80 | O=C(/C=C/c1ccccc1Cl)OCC(=O)c1ccc[nH]1 | 4 | 6 |
| 81 | CC(=O)c1ccc(NC(=O)C(C)Sc2ccccn2)cc1 (stereo not given) | 3 | -1 |
| 82 | COc1ccccc1N1CCN(c2ccc3c(c2)S(=O)(=O)c2cccc(C(=O)NCC4CC4)c2C3=O)CC1 | 17 | 0 |
| 83 | CC(=C/C(=O)O)/C=C/c1ccc(Cl)o1 | 7 | -9 |
| 84 | Cc1nc(SCC(=O)NCc2ccccc2)c2c(=O)n(C)c(=O)n(C)c2n1 | 5 | -8 |
| 85 | COc1ccccc1/C=C/C(=O)Nc1cccnc1Cl | 9 | -12 |
| 86 | CCOC(=O)C1CCCN(C(=O)C2(c3ccc(Cl)cc3)CCCC2)CC1 (stereo not given) | -7 | 1 |
| 87 | O=C(c1cccc([N+](=O)[O-])c1)c1ccccn1 | 7 | -3 |
| 88 | CCC(=O)N1CCc2cc(S(=O)(=O)NCCC(=O)N3CCc4ccccc4C3)ccc21 | -35 | 1 |
| 89 | COC(=O)C1N[C@@H]([C@@H](NC(=O)COc2ccccc2)C(=O)NCc2ccsc2)SC1(C)C (stereo not given in full) | 12 | 3 |
| 90 | CCOC(=O)/C(C#N)=N/Nc1c(S(=O)(=O)Cc2ccco2)csc1C(=O)OC | -2 | -7 |

| item | SMILES | H9c2 TAG inh | H9c2 TAG inh DAPI viability |
| --- | --- | --- | --- |
| 91 | COCC1CCCN(C(=O)c2ccc3nc(Cc4cccc(Cl)c4)oc3c2)C1 (stereo not given) | -1 | -5 |
| 92 | O=C(O)C1CC=CCC1C(=O)c1ccccc1 (stereo not given) | 4 | 3 |
| 93 | COc1ccc(C(=O)CSc2nc(=O)n(Cc3cccnc3)c3c2CCC3)cc1 | 8 | 0 |
| 94 | CC1CCN(c2ccc3c(c2)S(=O)(=O)c2cccc(C(=O)NC4CC4)c2C3=O)CC1 | 10 | 2 |
| 95 | Cc1cccc(NS(=O)(=O)c2cc3c(cc2C)n(C)c(=O)c(=O)n3C)c1 | 7 | -16 |
| 96 | CCOC(=O)C1(CC2CCCCO2)CCN(Cc2nc(-c3cccs3)oc2C)CC1 (stereo not given) | 11 | 5 |
| 97 | COc1ccc(OC)c(NC(=O)COc2coc(CN3CCc4ccccc43)cc2=O)c1 | -27 | 1 |
| 98 | CC(=O)Nc1cccc(C(=O)NN2C(=O)NC3(CCC(C)CC3)C2=O)c1 (stereo not given) | 7 | 5 |
| 99 | COc1ccc(OCCSc2nnnn2C2CCCCC2)cc1 | -8 | -1 |
| 100 | CCOC(=O)Cc1cnc(NC(=O)CSc2nc(N)cc(=O)[nH]2)s1 | 14 | -5 |
| 101 | CC(C)CCNC(=O)NC(=O)CSc1nnc(-c2ccccc2F)n1N | -1 | 8 |
| 102 | O=C(Cn1c(=O)n(CC2CCCO2)c(=O)c2ccccc21)N1CCN(c2ccccc2)CC1 (stereo not given) | -10 | -6 |
| 103 | O=C(Cc1ccccc1)Nc1ccc(NC(=O)c2cccnc2)cc1 | -9 | 8 |
| 104 | CCOC(=O)Cn1c(C)cc(=O)c2ccccc21 | -21 | 1 |
| 105 | O=C1CC(c2ccccc2)CN1C(=O)c1ccccc1 (stereo not given) | 11 | 4 |
